PLCg1 inh – PLC-gamma1 (human) inhibition, primary screen | inhibition, % at 12.2 µM | AID 720700 | purified PLC-gamma1, fluorogenic substrate, fluorescence | P19174 | hit rate 0.84% among 370,000; in the data active means inhibition above about 9.5%
SMARCA2 act – increases SMARCA2 function in MMTV reporter cells | MG213 cells, MMTV-luciferase reporter, dexamethasone, overnight | activation, % at 9.1 µM | hit rate 1% among 370,000 | AID 652017; in the data active means activation above about 7.8%;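 further: 0% = vehicle wells and 100% = reference activator wells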
hgDAF12 agonist – activates the H. glycines DAF-12 receptor ligand-binding domain; HEK293 GAL4-hgDAF12 UAS-luciferase reporter, agonist luminescence; normalized to butyrate control; activation, % at 6.8 µM; hit rate 1.8% among 370,000; AID 687014;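 active means activation above a cutoff set at the mean of all screened compounds plus 3 SD, cut at about 10% in these data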;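 further: 0% = DMSO wells and 100% = sodium butyrate wells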
DAX1 inh-1 – NR0B1 (DAX1) inhibition; P51843; HEK293 Gal4-DAX1 luciferase reporter, luminescence; inhibition, % at 6.75 µM; hit rate 0.99% among 340,000; AID 504766;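 active means inhibition above the mean over all tested compounds plus 3 SD, cut at about 4.2% in these data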;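 further: 0% = DAX1-transfected cells with DMSO and 100% = empty-vector control cells with DMSO; inhibition shows as a rise in luminescence from relieved DAX1 repression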
Rev-erbA mod – Rev-erb alpha (human) modulation; P20393; Rev-erbα–FITC-DNA binding, fluorescence polarization, 90 min; activity, % at 10 µM; hit rate 0.79% among 370,000; AID 1259318;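 active means activity above about 14%, limit read from the data; passing the limit was not always enough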;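 further: 0% = DMSO wells with 35 nM protein and 100% = DMSO wells with 750 nM protein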
DAX1 inh-2 – blocks DAX1 repression of SF-1 activated StAR promoter. HEK293T StAR-luciferase reporter, SF-1/DAX-1 repression relief. inhibition, % at 6.8 µM. hit rate 1.1% among 370,000. AID 652010;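 active means inhibition above the mean over all tested compounds plus 3 SD, cut at about 3.6% in these data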;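 further: 0% = DAX-1 cells with DMSO and 100% = cells lacking DAX-1 with DMSO; higher inhibition means more luminescence from relief of DAX-1 repression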
hcDAF-12 act – activates DAF-12 receptor from parasite H. contortus. activation, % at 6.8 µM. hit rate 1.4% among 370,000. HEK293 hcDAF-12 lit1-tk-luc reporter, luminescence; 0% DMSO, 100% Δ7-dafachronic acid;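 active means activation above the mean of all tested compounds plus 3 SD, cut at about 5.5% in these data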;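 further: 100% = response to 3 µM Δ7-dafachronic acid high control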
MBD2 inh – blocks human MBD2 binding to methylated DNA; Q9UBB5; AID 686964; TR-FRET, MBD2 binding to methylated oligonucleotide; hit rate 0.31% among 370,000; inhibition, % at 4.4 µM; in the data active means inhibition above about 13%
ssDAF12 agonist – activators of S. stercoralis DAF-12 nuclear receptor | hit rate 1% among 370,000 | activation, % at 6.8 µM | HEK293 ssDAF-12/GRIP1 lit1-tk-luc reporter, luminescence; % of 3 µM dafachronic acid response;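 active means activation above the mean over all tested compounds plus 3 SD, cut at about 0.9% in these data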;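 further: 0% = DMSO-only wells and 100% = 3 µM delta7-dafachronic acid wells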
PLC-beta3 inh – blocks human PLC-beta3 enzyme activity; Purified PLC-beta3, fluorogenic substrate, fluorescence; Q01970; inhibition, % at 12.2 µM; hit rate 0.18% among 370,000; in the data active means inhibition above about 11%;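 further: 0% = median of compound wells on plate and 100% = full blocker control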
Target sequence (Q01970 whole entry, looked up): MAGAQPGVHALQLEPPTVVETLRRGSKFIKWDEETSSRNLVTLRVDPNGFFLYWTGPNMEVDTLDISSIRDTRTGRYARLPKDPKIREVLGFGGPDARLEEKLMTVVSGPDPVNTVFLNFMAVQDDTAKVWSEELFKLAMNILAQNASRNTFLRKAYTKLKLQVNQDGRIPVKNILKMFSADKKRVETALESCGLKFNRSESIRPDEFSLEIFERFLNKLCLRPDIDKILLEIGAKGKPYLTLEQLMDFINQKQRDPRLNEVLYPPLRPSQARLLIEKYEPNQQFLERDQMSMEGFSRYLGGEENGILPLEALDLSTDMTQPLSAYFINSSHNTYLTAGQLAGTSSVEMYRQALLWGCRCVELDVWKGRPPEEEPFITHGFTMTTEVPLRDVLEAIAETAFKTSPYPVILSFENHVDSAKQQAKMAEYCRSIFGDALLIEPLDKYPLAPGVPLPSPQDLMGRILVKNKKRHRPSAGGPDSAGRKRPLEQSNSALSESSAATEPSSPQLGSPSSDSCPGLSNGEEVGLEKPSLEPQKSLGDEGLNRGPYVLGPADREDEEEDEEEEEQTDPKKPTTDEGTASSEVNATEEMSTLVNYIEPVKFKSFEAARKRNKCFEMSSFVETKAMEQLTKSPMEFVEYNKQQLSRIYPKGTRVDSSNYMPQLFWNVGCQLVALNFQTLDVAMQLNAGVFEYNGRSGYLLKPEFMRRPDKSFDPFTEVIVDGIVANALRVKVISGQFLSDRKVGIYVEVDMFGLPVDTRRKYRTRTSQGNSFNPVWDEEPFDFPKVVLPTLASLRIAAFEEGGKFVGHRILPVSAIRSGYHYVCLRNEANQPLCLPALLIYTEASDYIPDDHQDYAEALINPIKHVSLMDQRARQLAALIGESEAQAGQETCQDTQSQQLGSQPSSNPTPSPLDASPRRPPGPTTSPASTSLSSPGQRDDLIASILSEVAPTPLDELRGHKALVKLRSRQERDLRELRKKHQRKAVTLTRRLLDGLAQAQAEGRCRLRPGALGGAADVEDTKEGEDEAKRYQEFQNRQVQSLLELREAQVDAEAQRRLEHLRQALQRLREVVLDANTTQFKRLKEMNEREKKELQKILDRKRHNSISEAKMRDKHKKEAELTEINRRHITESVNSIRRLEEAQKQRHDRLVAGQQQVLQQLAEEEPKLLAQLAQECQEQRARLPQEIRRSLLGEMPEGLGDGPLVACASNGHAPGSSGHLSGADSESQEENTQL
ADAM17 inh – inhibitors of human ADAM17; recombinant ADAM17, EDANS/DABCYL FRET peptide cleavage; hit rate 0.83% among 370,000; P78536; inhibition, % at 6.95 µM;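 active means inhibition above the mean of compounds lying between control limits plus 3 SD, set per campaign, cut at about 8.5% in these data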;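 further: 0% = DMSO-only wells as the low control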
* = called active by the depositor; i = inactive; . = not tested or not shown.

SMILES	PLCg1 inh	SMARCA2 act	hgDAF12 agonist	DAX1 inh-1	Rev-erbA mod	DAX1 inh-2	hcDAF-12 act	MBD2 inh	ssDAF12 agonist	PLC-beta3 inh	ADAM17 inh
CSc1c(CC(=O)Nc2ccccc2Cl)n(Cc2ccccc2)c2ccccc12	-1	0	0.4	1.0	-6	1.1	1.3	5	-0.5	1	-2
COC(=O)c1c(NS(=O)(=O)c2ccc3ccccc3c2)sc2c1CCCC2	-1	1	-2.9	0.1	0	-0.7	-1.6	-2	-1.4	-4	6
COc1ccc(S(=O)(=O)N2CCOCC2)cc1C(=O)NC1CCCCCC1	12*	-5	1.9	0.8	7	0.9	-0.8	3	-0.7	2	1
Cc1ccc(-c2csc(NC(=O)c3cccs3)n2)cc1	-29	2	3.7	0.9	-2	0.4	0.7	4	-0.8	-33	-1
COc1ccc(/C=N/NC(=O)C2(C)NC(C)(C)Cc3ccccc32)cc1 (stereo not drawn)	3	-1	-3.5	-0.8	-5	-0.2	0.0	4	-1.4	-1	-4
Cc1ccc2c(c1)N(CCC(=O)NC1CCCCC1C)C(=O)CO2 (stereo not drawn)	4	-1	0.0	-0.1	4	0.2	-0.8	2	-1.7	1	1
CCOc1ccccc1Nc1nc(N)nc(CN(C)C2CCCCC2)n1	6	-5	-2.2	1.1	-2	-0.1	-2.0	-3	-1.1	12*	8
O=C(Nc1ccc(F)c(Cl)c1)c1cc(C2CCCN(S(=O)(=O)c3ccccc3)C2)on1 (stereo not drawn)	0	-2	6.8	.	2	-0.6	-3.0	-3	-2.2	1	7
CC1(C)C(=O)NCCN1C(=O)CCCC(=O)O	0	-2	2.3	-0.6	-9	1.1	-0.5	-3	-2.0	-7	-2
CC(C)C[C@H]1COCCS(=O)(=O)N1Cc1cccc(C(F)(F)F)c1	-3	3	-0.1	1.4	-3	0.5	1.6	2	-0.6	2	-1
O=c1c2cc(NC(=S)NCCCN3CCC(Cc4ccccc4)CC3)ccc2nc2n1CCCCC2	3	0	-2.0	-0.7	-6	-1.5	-1.9	-6	-2.6	-4	-5
COc1ccccc1NC(=O)Nc1nnc([C@@H]2C[C@H](O)[C@@H](CO)O2)s1	3	1	2.4	.	-9	0.5	-0.4	-3	-0.2	5	-1
Cc1cc(C)c(S(=O)(=O)N(C)CC(=O)NCCN2CCOCC2)c(C)c1	4	-2	-1.3	0.1	-1	-0.3	-0.6	2	-1.0	1	4
COc1ccc2c(c1)CCC1C2=NN(/C(C)=C/C(C)=O)C1c1cccc(F)c1 (stereo not drawn)	-21	0	10.0	-0.8	6	0.1	4.2	5	-0.3	-36	-12
S=c1[nH]nc(CCc2nc3ccccc3[nH]2)n1-c1cccc(Cl)c1	2	2	1.0	-0.3	4	-0.1	-0.1	-1	-1.1	3	-4
C[C@H](CO)N1C[C@H](C)[C@@H](CN(C)Cc2ccncc2)Oc2ccc(NC(=O)CCCCCC(=O)Nc3ccccc3N)cc2C1=O	-16	0	0.1	1.0	-2	-0.1	-2.3	3	-1.2	-27	-8
N#CCCN(Cc1ccccc1)C(=S)Nc1ccc(F)cc1	3	0	-1.3	.	-1	0.6	-1.2	-4	-1.1	-1	-1
CC(C)(C)c1nc2c(s1)CCc1onc(-c3ccc(Cl)cc3)c1-2	2	2	0.5	0.7	-2	0.1	-0.7	-4	-1.2	-11	1
COc1cc(/C=C/C(=O)OCC(=O)Nc2cc(C(F)(F)F)ccc2N2CCOCC2)ccc1O	-29	-1	5.4	-0.5	7	0.4	0.3	-4	-1.5	-27	0
COc1ccc([C@H]2C[C@H](O)[C@@H](n3cc(-c4ccc(F)cc4)nn3)CN2C(=O)C2CCCCC2)cc1	4	-4	-0.2	1.4	-2	1.2	1.2	-1	-1.1	8	1
CCN(CC)S(=O)(=O)c1cccc(C(=O)Nc2nc3cc4c(cc3s2)OCCO4)c1	-236	-4	-7.4	-5.1	-5	-3.1	-6.3	-5	-2.8	-285	-7
CC1(C(=O)O)CCC(C(N)=O)C1(C)C (stereo not drawn)	1	-2	-0.7	-2.5	-1	0.1	-0.6	-1	-1.9	-2	-3
O=C(N[C@H](Cc1ccccc1)C(=O)NCC1CCCCC1)[C@H]1O[C@@H](n2ccc(=O)[nH]c2=O)[C@H](O)[C@@H]1O	5	-3	-1.0	.	-1	0.8	0.5	2	0.0	1	-1
CCCCC1=CC2=CC(=O)C(C)(OC(=O)CC)C(=O)C2=CN1CCCCO (stereo not drawn)	-21	2	-0.1	0.9	-3	0.6	-1.3	-2	-1.0	-31	-5
CCOC(=O)c1cnc2ccc(Cl)cc2c1Nc1ccc(S(=O)(=O)Nc2ncccn2)cc1	-2	-4	-0.3	0.9	0	0.1	1.2	2	-1.1	-3	-2
O=C(Nc1ccccc1)C1CCN(C(=O)c2ccc(Br)cc2)CC1	0	0	-0.4	-0.3	-3	-1.1	-2.2	-1	-0.8	-5	-2
O=C(CNC(=O)c1ccc(Cl)cc1)OCc1nc2ccccc2s1	-2	2	9.0	-0.8	-2	0.3	6.2*	4	-0.3	0	1
CCN(CC)c1ccc(/C=N/N=C(N)N)c(O)c1	-18	2	4.8	0.9	-7	-2.0	-0.1	0	-1.0	-23	-17
CCOc1ccc(-c2c(C)n([O-])c3c([n+]2=O)CCCC3)cc1	0	1	-1.3	0.2	5	-0.5	-0.1	-2	-0.7	0	-2
Cn1cnc([N+](=O)[O-])c1Sc1ccc(Br)cc1	0	2	1.0	-0.1	1	-0.9	-2.7	-5	-1.6	4	1
COc1ccc(C)cc1S(=O)(=O)N(CC(=O)NCc1ccc(Cl)cc1)Cc1ccccc1	-1	-2	-1.4	-0.5	5	-1.1	-1.9	1	-2.3	1	9.7*
Clc1ccc(OCCCNCc2ccccc2)c2ccccc12	8	-3	-1.8	0.1	-2	0.5	0.5	-9	-0.5	-25	4
O=C(COc1ccc2c3c(c(=O)oc2c1)CCC3)N[C@@H](CSCc1ccccc1)C(=O)O	-3	1	1.8	0.1	3	-0.2	3.0	4	-1.2	-6	-20
CCOCCOc1cccc(C(=O)NC(C)c2ccc3ccccc3c2)c1 (stereo not drawn)	4	-4	-1.4	-0.1	-4	-0.4	-2.5	-4	-1.6	5	3
Cn1c(=O)n(Cc2ccccc2F)c2ccccc21	-2	0	-2.4	-0.8	-5	-0.3	-0.7	1	-1.2	1	-4
COc1cc(O)c(C(CC(=O)N2CCN(c3ccccc3)CC2)c2ccc(N(C)C)cc2)c(OC)c1 (stereo not drawn)	1	0	1.7	-0.7	3	0.1	-2.3	8	-1.2	-2	-2
CCN(CC)c1ccc2cc(C(=O)NNC(=O)c3ccc(S(=O)(=O)N4CCCCC4)cc3)c(=O)oc2c1	-2	-4	1.3	0.0	-6	-0.2	-1.0	0	-1.4	-3	0
Cn1c(N)c(C(=O)COC(=O)c2ccnc3ccccc23)c(=O)n(C)c1=O	3	0	-2.4	-0.4	2	-0.5	-1.7	4	-1.0	5	-1
O=C(CSc1nncs1)NC1CCCCCCC1	1	-1	0.3	0.9	0	-0.2	-1.4	-3	-1.1	-7	-4
COC(=O)c1sccc1NS(=O)(=O)c1ccc(F)cc1F	1	-2	0.5	0.9	0	-0.5	2.9	3	-0.7	5	-5
CC(=O)N1CCN(C(=S)c2ccc(Cl)cc2)CC1	6	-4	-1.1	0.6	-5	0.3	0.1	-3	-1.6	3	3
CC(C)c1nc(-c2ccccc2)c(-c2ccccc2)[nH]1	0	0	-1.7	-1.6	0	-1.0	-0.9	7	-1.9	-2	-2
Cc1cc(C)cc(Nc2cc(=O)n(C3CCCCC3)c(=O)[nH]2)c1	0	1	-0.6	0.2	-2	0.4	0.5	-7	-0.7	5	1
CCOC(=O)c1cc(-c2ccccc2)nc2nc(N(CC)CC)sc12	-157	2	-0.7	-1.1	-1	-0.5	-0.4	7	-0.5	-221	-284
CS(=O)(=O)Nc1cccc(C2=NN(C(=O)c3ccco3)C(c3cccs3)C2)c1 (stereo not drawn)	-3	-3	0.9	-0.6	-2	-2.6	-0.1	2	-0.5	-11	1
CCOc1ccccc1NC(=O)c1ccc(OCC(=O)N2CCOCC2)c(OC)c1	-1	-3	4.5	0.5	1	0.7	-1.4	4	-0.9	-5	1
O=C(CCn1c(=O)c2ccccc2n(CC(=O)NCCC2=CCCCC2)c1=O)NCc1ccco1	1	-1	-2.4	-0.5	-1	0.7	-1.1	0	-1.1	3	-2
COc1ccc(/C=C/CN2CCC(C(=O)NC(c3ccc(F)cc3)c3ccc4ccccc4n3)CC2)cc1 (stereo not drawn)	6	5	3.1	.	-1	0.1	-1.2	-3	-1.5	8	4
Cc1c(C(=O)NC(Cc2ccccc2)c2nc3ccccc3[nH]2)cccc1[N+](=O)[O-] (stereo not drawn)	2	2	0.9	-0.6	7	-0.2	-2.0	-5	-1.3	-1	0
CC(C)[C@H](NC(=O)N1CCn2c1nc1ccccc12)C(=O)NCc1ccc2c(c1)OCO2	2	-1	0.8	0.5	-3	-0.2	-3.1	-7	-1.0	2	4
The list continues:
SMILES	PLCg1 inh	SMARCA2 act	hgDAF12 agonist	DAX1 inh-1	Rev-erbA mod	DAX1 inh-2	hcDAF-12 act	MBD2 inh	ssDAF12 agonist	PLC-beta3 inh	ADAM17 inh
Cc1c(-c2cccc(NC(=O)c3ccco3)c2)nc2ncccn12	i	-3	-3.4	0.0	-6	-1.6	-1.3	1	-2.0	i	i
O=C(NC(=S)Nc1ccccc1Cl)c1ccco1	0	1	6.2	1.5	-3	1.3	3.0	0	0.2	3	-1
Cn1nnnc1SCC(=O)NC(=O)NCc1ccccc1	1	-2	-0.8	0.9	-1	0.1	-0.8	0	-1.5	7	-3
O=C(NCc1ccco1)c1noc2c1CCCCC2	2	10*	5.2	3.1	-1	1.2	1.3	2	-1.5	3	-4
COC(=O)[C@]12C[C@H](CC(=O)NCC34CC5CC(CC(C5)C3)C4)C(=O)N(Cc3ccco3)C1=C[C@H](COCc1ccccc1)O[C@@H]2C	-1	-2	-0.3	.	2	-0.4	-2.8	-5	-1.1	4	4
CCOC(=O)N1CCC(NC(=O)c2csc3c2CCCC3)CC1	0	1	-1.8	-0.8	0	0.3	-3.5	1	-1.0	2	1
CN(CCC#N)C(=O)COC(=O)c1cccnc1Nc1ccccc1F	-5	5	-1.1	0.8	-5	-0.3	-0.8	0	-1.4	-3	2
CN(C)/C=C/C(=O)c1ccc(Cl)cc1Cl	-8	-1	4.4	0.1	1	0.3	1.3	0	-1.3	-4	-1
O=C(c1ccc(Br)s1)N1CCc2ccccc2C1	-269	2	2.3	1.9	5	3.9*	2.3	5	-0.6	-3	-2
CC1(C(=O)OCC(=O)Nc2ccc(S(=O)(=O)N3CCOCC3)cc2)CC1(Cl)Cl (stereo not drawn)	5	0	-1.2	-1.8	-1	-1.5	-0.4	-3	-0.9	0	-1
CC(C)(C)c1ccc(Oc2ccc(N)cn2)cc1	-3	-8	-11	.	-3	-1.9	-7.6	1	-3.4	-8	-4

Source: PubChem
